HRas wt GTP = changes GTP binding to wildtype human HRas | GTP binding activity, % at 10 µM | GST-Ras wt beads, Bodipy-FL-GTP binding, flow cytometry; actives lie on both sides | P01112 | 190,000 tested, 0.14% active;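 active = GTP binding activity at least 20% away from the 100% baseline, either lowered as inhibitor or raised as activator; inconclusive = flagged as likely green fluorescent, judged across all proteins in the well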;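 also: 0% = unlabeled GTP competition control and 100% = no-compound control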
Target sequence (P01112 whole entry, looked up): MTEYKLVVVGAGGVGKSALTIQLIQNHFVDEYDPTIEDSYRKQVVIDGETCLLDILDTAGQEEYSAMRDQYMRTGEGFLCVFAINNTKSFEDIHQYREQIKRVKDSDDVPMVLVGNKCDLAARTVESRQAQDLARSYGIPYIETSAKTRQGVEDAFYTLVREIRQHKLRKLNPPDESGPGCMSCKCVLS
Pf gamet viab = P. falciparum stage V gametocyte viability inhibition. P. falciparum stage V gametocytes, ATP luminescence, 24 h. inhibition, % at 10.9 µM. 150,000 tested, 0.065% active. AID 743093;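 active = inhibition above the mean plus 3 SD of compounds within the control limits, set per campaign, cut at about 38% in these data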;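 also: 0% = DMSO wells and 100% = medium only without gametocytes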
RGS8-Gao reg = regulators of human RGS8-Galphao interaction. AID 1423. multiplexed bead flow cytometry, RGS8-Galphao binding; actives lie on both sides. 220,000 tested, 0.34% active. response (percent of control binding), % at 10 µM. P09471; in the data active = response below about 60% or above about 140%; inactive = in between;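 also: Galphao activated as the GDP aluminium fluoride complex binding bead-coupled RGS8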
Target sequence (P09471 whole entry, looked up): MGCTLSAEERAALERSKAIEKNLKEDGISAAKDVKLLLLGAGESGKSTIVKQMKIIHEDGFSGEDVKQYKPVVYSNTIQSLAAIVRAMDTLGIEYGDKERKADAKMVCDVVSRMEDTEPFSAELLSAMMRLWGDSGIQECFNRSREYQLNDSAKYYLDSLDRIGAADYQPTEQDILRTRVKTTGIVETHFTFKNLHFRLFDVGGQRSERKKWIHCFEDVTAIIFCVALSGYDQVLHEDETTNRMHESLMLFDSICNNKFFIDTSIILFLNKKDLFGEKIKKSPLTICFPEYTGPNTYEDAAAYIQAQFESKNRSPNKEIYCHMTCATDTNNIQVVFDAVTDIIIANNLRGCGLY
Cdc42 wt GTP = changes GTP binding to wildtype human Cdc42; P60953; GST-Cdc42 beads, Bodipy-GTP binding, flow cytometry; actives lie on both sides; percent activity (GTP binding), % at 10 µM; 190,000 tested, 0.2% active; AID 761;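 active = percent activity GTP binding at least 20 points away from the 100% baseline, either down as inhibitor or up as activator; inconclusive = compound flagged as likely green fluorescent from well-wide comparison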;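 also: median bead fluorescence of bound Bodipy-FL-GTP at 100 nM; 0% = excess unlabeled GTP control and 100% = no compound control; below 100% means less GTP binding so inhibitor and above means activator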
Target sequence (P60953 whole entry, looked up): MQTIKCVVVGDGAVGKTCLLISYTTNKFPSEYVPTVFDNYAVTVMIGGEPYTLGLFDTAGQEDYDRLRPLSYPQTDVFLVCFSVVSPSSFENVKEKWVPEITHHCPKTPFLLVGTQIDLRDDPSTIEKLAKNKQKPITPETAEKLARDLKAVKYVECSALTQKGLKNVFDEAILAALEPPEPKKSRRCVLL
Rac1 wt modul = human Rac1 wildtype GTP binding, inhibitors and activators; GST-Rac1 beads, fluorescent GTP binding, flow cytometry; actives lie on both sides; 0 = cold GTP competed, 100 = untreated; P63000; GTP binding activity (% of control), % at 10 µM; 190,000 tested, 0.27% active;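 active = GTP binding activity at least 20 points away from the 100% control level, either lower or higher; inconclusive = compound flagged as likely green fluorescent, judged across all proteins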
Mcl1 Bid PPI = disrupts binding of human Mcl-1 to Bid peptide | Q07820 | TR-FRET Mcl-1/Bid-Dy647 peptide binding, 1536-well | inhibition, % at 21.7 µM | 220,000 tested, 0.97% active;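 active = compounds that cut the binding signal by more than half at the single screening dose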;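 also: His-tagged Mcl-1 with europium anti-His antibody binding Bid BH3 peptide; 0% = Mcl-1 plus peptide wells and 100% = peptide-only wells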
Target sequence (Q07820 whole entry, looked up): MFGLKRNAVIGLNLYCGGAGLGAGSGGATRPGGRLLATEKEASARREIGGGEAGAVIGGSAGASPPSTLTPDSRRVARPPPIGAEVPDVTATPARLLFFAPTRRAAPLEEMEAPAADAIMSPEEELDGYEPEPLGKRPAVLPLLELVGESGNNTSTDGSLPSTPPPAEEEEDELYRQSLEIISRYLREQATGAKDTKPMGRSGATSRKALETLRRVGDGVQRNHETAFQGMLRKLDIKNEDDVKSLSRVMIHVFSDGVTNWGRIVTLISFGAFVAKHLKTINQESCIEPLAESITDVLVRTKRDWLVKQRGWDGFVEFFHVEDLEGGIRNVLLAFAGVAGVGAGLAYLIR
Rab2 wt GTP = changes GTP binding to wildtype dog Rab2A, up or down; 190,000 tested, 0.19% active; P61105; GTP binding activity, % at 10 µM; GST-Rab2 wt beads, Bodipy-GTP binding, flow cytometry;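 active = GTP binding activity at least 20 points away from 100%, either lowered or raised; inconclusive = signal likely due to the compound's own green fluorescence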;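 also: 0% = beads with excess unlabeled GTP and 100% = no-compound control corrected for plate trend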
Mcl1 Noxa PPI = Mcl-1/Noxa interaction inhibition. inhibition, % at 21.7 µM. TR-FRET Mcl-1/Noxa peptide binding, 2 h. 220,000 tested, 1.5% active;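 active = compounds that cut the protein-peptide binding signal by more than 50% relative to plate controls in a single-dose test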;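 also: His-tagged Mcl-1 with rhodamine Noxa BH3 peptide and terbium anti-His antibody; 0% = Mcl-1 plus Noxa peptide wells and 100% = peptide-only wells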
Rac1 mut GTP = modulators of GTP binding to human Rac1 activated mutant; P63000; GST-Rac1 activated beads, fluorescent GTP binding, flow cytometry; actives lie on both sides; 100% means binding = to untreated wells; percent activity (GTP binding), % at 10 µM; 190,000 tested, 0.11% active; AID 764;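 active = GTP binding at least 20 percentage points away from the 100% baseline, in either direction, so actives lie on both sides; inconclusive = Compound likely fluorescent itself, or too few beads counted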
Rab7 wt GTP bind = alters GTP binding to wildtype dog Rab7; GST-Rab7 beads, fluorescent GTP binding, flow cytometry; actives lie on both sides; untreated = 100%, excess cold GTP = 0%; GTP binding activity (percent of control), % at 10 µM; 190,000 tested, 0.055% active; AID 758;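 active = fluorescent GTP binding to Rab7 beads changed by at least 20 points from the 100% baseline, either direction, mostly lower; inconclusive = compound itself probably fluorescent, or too few beads counted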;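 also: median green fluorescence of bound Bodipy-FL-GTP per Rab7 bead population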
Bim-Mcl-1 = human Bim-Mcl-1 interaction inhibition; Q07820; Bead-based flow cytometry, Bim peptide-Mcl-1 binding; inhibition, % at 10 µM; 190,000 tested, 0.1% active; AID 1009; in the data active = inhibition above about 40%;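 also: 0% = no compound tracer wells and 100% = peptide blocker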
Starred values were filed as active, the others as inactive; ? = inconclusive; . = not tested or not shown.

SMILES	HRas wt GTP	Pf gamet viab	RGS8-Gao reg	Cdc42 wt GTP	Rac1 wt modul	Mcl1 Bid PPI	Rab2 wt GTP	Mcl1 Noxa PPI	Rac1 mut GTP	Rab7 wt GTP bind	Bim-Mcl-1
O=C(c1ccccn1)N1CCN(c2ccc(C(F)(F)F)cn2)CC1	100.0	.	98.1	100.0	101.0	-10.8	101.0	1.5	101.0	99.0	0.0
COc1cccc(-n2nnc3c(=O)n(CC(=O)NC4CCCC4)cnc32)c1	107.0	.	99.7	107.0	109.0	9.5	106.0	52.0*	101.0	103.0	-3.0
Cc1ccccc1NC(=O)CCN1CCN(C/C=C/c2ccccc2)CC1	100.0	.	100.8	102.0	103.0	-16.7	99.0	-5.2	98.0	100.0	-4.0
CSc1nc2ccccc2n1C(=O)NC1CCCCC1	102.0	.	97.3	100.0	105.0	-5.3	102.0	1.8	98.0	100.0	-2.0
O=C(/C=C/c1ccco1)NC(=S)NNC(=O)c1ccco1	100.0	.	99.0	101.0	99.0	-46.7	98.0	-31.0	95.0	101.0	0.0
O=C(NCc1ccccn1)c1ccc2c(=O)n(CCc3ccccc3)c(=O)[nH]c2c1	101.0	-1.1	99.4	96.0	99.0	5.1	99.0	15.3	97.0	106.0	-2.0
O=C1CSC(c2ccccn2)N1c1cccc(Cl)c1 (stereo unspecified)	100.0	-53.7	98.3	102.0	102.0	-17.1	98.0	10.8	100.0	100.0	0.0
c1ccc(C2Oc3ccccc3C3CC(c4cccs4)=NN32)cc1 (stereo unspecified)	100.0	6.9	101.5	102.0	104.0	-20.5	101.0	-0.8	98.0	103.0	-5.0
COC(=O)c1ccccc1NC(=O)N1CCN(C(=O)c2ccco2)CC1	102.0	7.2	99.1	100.0	99.0	2.9	103.0	-10.3	100.0	103.0	1.0
CCOC(=O)c1c(NC(=O)COc2ncnc3ccccc23)sc(C)c1C	100.0	9.6	78.5	100.0	100.0	42.8	96.0	-2.5	97.0	100.0	4.0
O=C(CNC(=O)/C(=C\c1ccc(Br)cc1)NC(=O)c1ccccc1)OCc1ccccc1	99.0	22.7	96.6	99.0	101.0	-3.4	96.0	10.8	99.0	95.0	-13.0
O=C(C1CCCN(S(=O)(=O)c2ccccc2)C1)N1CCN(c2ncccn2)CC1 (stereo unspecified)	100.0	-5.6	99.3	101.0	105.0	2.4	102.0	-1.6	100.0	95.0	1.0
N#C/C(=C\c1ccco1)Sc1nc2ccccc2s1	90.0	-18.7	103.0	86.0	88.0	-6.9	86.0	15.9	87.0	90.0	-3.0
S=C(NCc1ccco1)Nc1ccccc1	92.0	1.7	106.3	93.0	99.0	-1.2	96.0	-14.5	95.0	92.0	0.0
O=C(CCN1C(=O)COc2ccccc21)N1CCN(c2ccccc2)CC1	100.0	.	98.9	103.0	103.0	-35.4	101.0	16.4	96.0	106.0	2.0
Cn1c(NC(=O)c2ccco2)c(-c2ccc(Cl)cc2)c(=O)c2ccccc21	100.0	.	100.9	101.0	101.0	-14.3	99.0	3.7	98.0	98.0	-2.0
Cc1nc(N(C)C)c2sc(=S)n(-c3ccccc3)c2n1	95.0	-5.1	100.4	98.0	95.0	-28.3	100.0	-5.9	94.0	106.0	-3.0
O=C(c1ccsc1)N1CCN(C(=O)c2cccs2)CC1	99.0	.	104.5	99.0	99.0	-16.3	98.0	-10.2	95.0	97.0	0.0
C/C(Nc1ccccc1C(F)(F)F)=C1/CCOC1=O	97.0	14.3	99.8	98.0	96.0	-25.3	97.0	11.4	93.0	103.0	-2.0
O=C1NC(=S)N/C1=C/c1ccc(Oc2ccc(C(F)(F)F)cc2[N+](=O)[O-])c(Cl)c1	99.0	16.8	98.7	103.0	105.0	21.3	99.0	3.3	98.0	103.0	-4.0

The final two compounds of the section before come first, to join the parts.
SMILES	HRas wt GTP	Pf gamet viab	RGS8-Gao reg	Cdc42 wt GTP	Rac1 wt modul	Mcl1 Bid PPI	Rab2 wt GTP	Mcl1 Noxa PPI	Rac1 mut GTP	Rab7 wt GTP bind	Bim-Mcl-1
C/C(Nc1ccccc1C(F)(F)F)=C1/CCOC1=O	97.0	14.3	99.8	98.0	96.0	-25.3	97.0	11.4	93.0	103.0	-2.0
O=C1NC(=S)N/C1=C/c1ccc(Oc2ccc(C(F)(F)F)cc2[N+](=O)[O-])c(Cl)c1	99.0	16.8	98.7	103.0	105.0	21.3	99.0	3.3	98.0	103.0	-4.0
CCc1ccc(OCC(=O)Nc2ccc(N3CCN(S(C)(=O)=O)CC3)cc2)cc1	98.0	-9.6	98.2	99.0	100.0	-2.8	98.0	-11.7	97.0	102.0	-1.0
COc1ccccc1NC(=O)c1ccc(CN2CCOCC2)cc1	102.0	.	103.7	105.0	104.0	-43.0	102.0	-1.6	104.0	100.0	-2.0
CCOC(=O)c1ccc(NC(=O)Nc2ccc3c(c2)OCCO3)cc1	99.0	17.6	102.0	102.0	102.0	6.8	100.0	20.4	100.0	104.0	-4.0
c1ccc(-c2nnc(-c3ccncc3)nc2-c2ccccc2)cc1	100.0	2.9	101.0	101.0	97.0	15.5	104.0	6.9	98.0	105.0	1.0
NS(=O)(=O)c1ccc(Nc2nc3ccccc3nc2NS(=O)(=O)c2cccc([N+](=O)[O-])c2)cc1	95.0	-1.5	99.0	94.0	96.0	11.9	94.0	37.6	90.0	100.0	-1.0
O=C(NCCN1CCN(c2ccccc2)CC1)C1CCN(S(=O)(=O)c2cccc3nsnc23)CC1	98.0	13.1	100.0	98.0	99.0	-1.6	97.0	-1.9	96.0	97.0	-1.0
O=C1CN(C(=O)COC(=O)CNC(=O)c2ccccc2)c2ccccc2N1	102.0	-5.1	107.9	97.0	102.0	-21.6	101.0	24.6	103.0	96.0	1.0
CC(=O)Nc1ccc(C2(c3ccc(NC(C)=O)cc3)C(=O)Nc3ccccc32)cc1	97.0	-6.1	100.8	96.0	95.0	-25.2	96.0	12.6	96.0	95.0	-3.0
CC(C)CC(C(=O)Nc1oc(-c2ccccc2)c(-c2ccccc2)c1C#N)N1C(=O)c2ccccc2C1=O (stereo unspecified)	92.0	.	101.7	88.0	93.0	-14.6	91.0	-7.3	88.0	93.0	1.0
Cn1nnc2c(NCc3ccco3)nccc21	93.0	4.9	102.5	96.0	95.0	-3.2	97.0	-9.6	94.0	94.0	-1.0
Cn1c(=O)oc2cc(S(=O)(=O)N3CCCC(C(=O)NC4CCCc5ccccc54)C3)ccc21 (stereo unspecified)	101.0	.	99.7	101.0	104.0	-4.3	102.0	7.9	100.0	100.0	-1.0
CC1Cc2ccccc2N1C(=O)COC(=O)c1ccc(Br)o1 (stereo unspecified)	95.0	8.3	100.2	98.0	98.0	-4.4	97.0	2.6	97.0	96.0	-4.0
CCn1cc(C(=O)N2CC(C)CC(C)C2)c(=O)c2cc(S(=O)(=O)N3CCOCC3)ccc21 (stereo unspecified)	?	-21.9	93.2	?	?	-28.5	?	15.3	?	?	0.0
O=C(Nc1cccnc1)OC1CCCC1	99.0	.	105.0	97.0	101.0	-12.8	96.0	-0.8	96.0	103.0	1.0
O=S(=O)(c1ccc(F)cc1)N1CCN(Cc2ccccc2C(F)(F)F)CC1	102.0	-18.6	104.5	100.0	105.0	39.9	101.0	7.3	100.0	104.0	-9.0
CCCC(=O)c1c[nH]c(C(=O)N2CCOCC2)c1	107.0	-2.5	99.2	95.0	104.0	-29.8	101.0	-5.6	97.0	103.0	0.0
CN(C)C(CNS(=O)(=O)c1ccc(F)cc1)c1cccnc1 (stereo unspecified)	102.0	.	103.0	105.0	106.0	-1.8	103.0	5.2	99.0	98.0	0.0
CC(NCc1ccccc1)C1COc2ccccc2O1 (stereo unspecified)	101.0	-17.4	101.9	100.0	95.0	60.0*	99.0	.	95.0	99.0	-3.0
COc1cc(/C=C2\C(=O)N(CCC#N)N=C2C)ccc1OCC(=O)Nc1ccccc1	100.0	2.0	97.0	100.0	98.0	-54.8	99.0	-13.9	99.0	96.0	-2.0
Cn1c(=O)c2cn(-c3ccc4c(c3)OCCO4)cc2n(C)c1=O	97.0	-21.2	99.7	95.0	96.0	-102.5	96.0	-15.0	93.0	98.0	3.0
CC1(c2ccc(Cl)cc2)NC(=O)CS1 (stereo unspecified)	96.0	8.0	102.5	94.0	102.0	-9.7	95.0	-4.8	95.0	97.0	0.0
COc1ccc(C(C)=O)c(OC(=O)c2ccc(OC)c(OC)c2)c1	105.0	2.0	101.6	101.0	105.0	-8.2	102.0	-2.6	100.0	107.0	-1.0
CN(C)C(=O)c1c([N+](=O)[O-])c(C(C)(C)C)nn1C	104.0	-0.1	73.7	105.0	105.0	1.9	103.0	11.4	102.0	106.0	-1.0
Brc1ccc(NC2=Nc3ccccc3CC2)cc1	107.0	-5.3	99.9	107.0	103.0	-14.4	109.0	6.4	102.0	103.0	1.0
Cc1nc(C)c(C(=O)NCc2ccccc2Cl)o1	99.0	.	100.2	100.0	99.0	-27.4	97.0	10.2	99.0	96.0	-5.0
COc1cc(/C=N/Nc2nc(C)cc(=O)[nH]2)ccc1OC(=O)c1cccnc1	90.0	3.4	103.0	88.0	84.0	-23.5	87.0	11.7	92.0	90.0	2.0
CS(=O)(=O)NN1C(=O)c2ccccc2NC1c1c[nH]c2ccccc12 (stereo unspecified)	101.0	8.4	103.2	105.0	104.0	-13.5	99.0	-3.4	100.0	100.0	6.0
CO/N=C/C1CCN(c2ncc(C(F)(F)F)cc2Cl)C1=O (stereo unspecified)	95.0	.	98.6	104.0	104.0	-7.2	102.0	14.6	96.0	97.0	0.0
CCn1c(CC(=O)Nc2ccccc2F)nnc1SCC(=O)N1CCN(c2ccccc2)CC1	100.0	.	102.1	101.0	101.0	-64.8	100.0	11.3	98.0	99.0	-3.0
O=C(c1cccc(N2C(=O)C3CC=CCC3C2=O)c1)N1CCN(c2ccccc2)CC1 (stereo unspecified)	98.0	.	98.5	100.0	101.0	-23.0	99.0	5.0	100.0	98.0	-3.0
O=C(Oc1ccc(OC(=O)c2ccco2)c(S(=O)(=O)c2ccc(Br)cc2)c1)c1ccco1	?	.	100.3	?	?	-12.1	?	-0.8	?	?	12.0
O=C(N/N=C/c1cn(-c2ccccc2)nc1-c1cccs1)c1ccncc1	102.0	27.2	102.4	97.0	103.0	-4.1	99.0	21.4	101.0	99.0	-4.0
Nc1sccc1C(=O)c1ccc(Cl)cc1	101.0	-6.0	120.2	99.0	105.0	-23.7	100.0	-3.6	100.0	96.0	0.0
Cc1ccc(NC(=O)c2ccc(CSc3nnnn3C)cc2)cc1	99.0	.	100.6	100.0	103.0	12.6	100.0	5.1	99.0	99.0	-5.0
COc1ccc(C2CC(=O)Nc3cc(C)c(C)cc32)c(OC)c1OC (stereo unspecified)	103.0	-3.8	104.5	105.0	104.0	15.8	100.0	-1.4	99.0	99.0	0.0
